TCR act = activates T cell receptor signaling; AID 504894; Potency, µM (doses to about 9.22 µM), inactives show at the top dose activation of IL-2 secretion, usual class: activators; 330,000 tested, under 10 active; primary human leukocytes, anti-CD3, IL-2 HTRF, 48 h; note: % of control where 0% means no effect
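IL-2 release read by HTRF sandwich (Eu cryptate donor, d2 acceptor, 665 nm emission) after 48 hr exposure of primary human leukocytes to compound together with anti-CD3 beads in the absence of co-stimulatory signals.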
Integrin act MD = activates integrin-mediated alleviation for muscular dystrophy; alpha7betagal myoblasts, beta-gal FDG fluorescence, 48 h; Potency, µM (doses to about 38.3 µM), without a hit: top-dose activation, usual class: activators; 350,000 compounds, 0.064% hits;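 note: potency is the fitted concentration of half-maximal effect; 100% = response of the positive control SU9516; nearly all actives have a fitted effect of over 60% in size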
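Alpha7betagal+/- myoblasts (passage 13) were plated 16-24 hr, then exposed to compounds (1:260 dilution of DMSO stock) for 48 hours at 37C. After MPER lysis, β-galactosidase reporter activity was read as FDG fluorescence (ex 480/em 540) after 30 minutes.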
B2AR arrestin = recruits beta-arrestin to the human beta2-adrenergic receptor | beta-arrestin recruitment to beta2AR, cell-based reporter | 330,000 compounds, 0.02% hits | P07550 | Potency, µM (doses to about 46.1 µM), without a hit: top-dose activation, most hits filed as activators;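 note: potency is the fitted concentration of half-maximal effect; 0% = DMSO controls and full agonism = EC100 isoproterenol or metaproterenol; nearly all actives have a fitted effect of over 65% in size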
Target sequence (P07550 whole entry, looked up): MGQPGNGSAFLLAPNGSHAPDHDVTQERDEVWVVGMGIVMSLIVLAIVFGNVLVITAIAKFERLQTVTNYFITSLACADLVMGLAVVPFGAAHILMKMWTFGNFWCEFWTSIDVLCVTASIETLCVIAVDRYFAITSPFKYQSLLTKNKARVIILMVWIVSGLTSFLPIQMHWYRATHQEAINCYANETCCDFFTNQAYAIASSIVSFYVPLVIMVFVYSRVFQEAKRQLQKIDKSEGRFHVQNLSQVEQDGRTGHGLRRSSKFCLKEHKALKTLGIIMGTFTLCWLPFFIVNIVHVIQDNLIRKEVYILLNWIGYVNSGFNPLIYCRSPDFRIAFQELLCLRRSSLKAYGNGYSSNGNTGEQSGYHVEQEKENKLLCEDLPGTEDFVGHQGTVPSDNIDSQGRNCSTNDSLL
BRCA1 expr act = activators of BRCA1 expression | MCF7-BRCA1-FFLuc reporter, luminescence, 48 h; response scale: scaled: vehicle 0%, 10 µM genistein 100% | Potency, µM (highest dose often 46.1 µM), without a hit: at the top dose activation, usual class: activators | 380,000 compounds, 1.1% hits; note: potency is the fitted concentration of half-maximal effect; nearly all actives have a fitted effect of over 80% in size; some results filed as inactive show a strong effect at the top dose
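First, MCF7-BRCA1-FFLuc cells (2000/well) attach for 2 h; next, compounds are pin-added and incubated 48 h at 37 °C; finally, luciferase reagent is added and luminescence read after 15 min.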
CXXC DNA block = inhibitors of human MLL CXXC domain-DNA interaction; Q03164; MLL-CXXC / FITC-HOXA9 DNA fluorescence polarization; Potency, µM (series often up to 115 µM), without a hit: at the top dose activity change, negative = inhibition, usual class: inhibitors; 290,000 compounds, 0.037% hits; active = well fitted inhibition curve with a large enough effect in the polarisation, with a control signal flat, not every such curve was filed as active; inconclusive = small, poorly fitted or top-dose-only effect, or effect the other way, or a change in a side signal; inactive = no such curve, though single readings can be large or run the other way; the % refers to the polarisation; note: potency is the fitted concentration of half-maximal effect
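Purified MLL-CXXC (added from a 7 uM solution) was preincubated 5 min at ambient with pinned compounds in 50 mM Tris-HCl pH 7.5, 50 mM NaCl, 1 mM DTT, 0.05% BSA. Fluorescein-labeled HOX-A9 DNA (50 nM solution) followed, 30 min, then polarization read.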
ELG1 DNA repair = blocks ELG1-dependent DNA repair in HEK293T cells; AID 504467; Potency, µM (series often up to 46.1 µM), for inactives: top-dose activity change, negative = inhibition, most hits filed as inhibitors; 330,000 compounds, 2.3% hits; HEK293T ELG1-luciferase reporter, luminescence, 16 h; DNA damage induced by 5-fluorouridine; note: potency is the fitted concentration of half-maximal effect; % is set by controls: 0 for no effect and ±100 for the full control effect; nearly all actives have a fitted effect of over 55% in size
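Overnight (16 hr) co-exposure of 2,000 cells/well to 5-fluorouridine and compound at 37 °C preceded detection. Luciferase was quantified via ONE-Glo luminescence; loss of signal denotes inhibition.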
TSG101-PTAP inh = blocks PTAP/TSG101 interaction to inhibit HIV-1 budding; Fluorescence polarization, FITC-PTAP peptide / Tsg101 binding; Potency, µM (highest dose often 115 µM), for inactives: at the highest dose activity change, negative = inhibition, actives largely listed as inhibitors; 340,000 tested, under 10 active; active = well fitted inhibition curve with a large enough effect in the main read-out, with a control signal flat, not every such curve was filed as active; inconclusive = small, poorly fitted or top-dose-only effect, or effect the other way, or a change in a side signal; inactive = no such curve, though single readings can be large or run the other way; note: potency is the fitted concentration of half-maximal effect; % of control where 0% means no effect
Target sequence (Q99816 whole entry, looked up): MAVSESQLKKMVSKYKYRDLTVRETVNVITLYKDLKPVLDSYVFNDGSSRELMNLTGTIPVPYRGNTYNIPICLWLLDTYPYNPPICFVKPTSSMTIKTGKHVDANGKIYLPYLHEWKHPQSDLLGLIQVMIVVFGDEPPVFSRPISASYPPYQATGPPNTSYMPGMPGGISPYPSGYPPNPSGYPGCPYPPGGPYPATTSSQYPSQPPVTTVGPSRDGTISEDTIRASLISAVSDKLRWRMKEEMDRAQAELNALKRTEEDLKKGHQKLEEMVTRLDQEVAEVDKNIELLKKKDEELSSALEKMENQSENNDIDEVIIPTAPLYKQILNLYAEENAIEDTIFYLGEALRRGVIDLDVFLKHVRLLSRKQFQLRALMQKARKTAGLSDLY
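Steps: Tsg101 binding domain dispensed (10 uM final), compounds pinned in DMSO, FITC-labeled PTAP-motif peptide added (50 nM final); after 20 min binding at room temperature, polarization measured.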
TRPV1 ag = activates the human vanilloid receptor TRPV1; 320,000 compounds, 0.19% hits; TRPV1-expressing cells, Fluo-8 calcium influx, agonist mode; activation, % at 8.33 µM; in the data active = activation above about 80%; inconclusive = between about 30% and that limit; note: 0% is about no effect
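Fluo-8 calcium influx in TRPV1-expressing cells, kinetic read (ex 480/em 520 nm). Compound added and read 3 min for agonist activity, followed by capsaicin at EC20 final and 2 min further read for enhancement.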
A-T KAP1 phos = candidate therapy for ataxia-telangiectasia; Potency, µM (series often up to 57.5 µM), without a hit: at the highest dose activation, usual class: activators; 320,000 compounds, 0.19% hits; AID 485349; […] A-T fibroblasts, KAP-1 phosphorylation AlphaLISA; neocarzinostatin DNA damage 30 min before lysis; note: potency is the fitted concentration of half-maximal effect; % of control where 0% means no effect; nearly all actives have a fitted effect of over 45% in size
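hTERT-immortalized A-T patient fibroblasts ([…]), 500 cells/well in OPTI-MEM, 1% FBS, got compounds for 60 min, then NCS for 30 min at 37C. Lysates were then assayed for phospho-KAP-1 by AlphaLISA (anti-pKAP1 donor, anti-KAP1 acceptor beads), 6 hr at 25C.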
p53 reactivator = re-activators of mutant p53; Potency, µM (series often up to 92.2 µM), without a hit: at the highest dose activity change, positive = activation, most hits filed as activators; 320,000 compounds, 0.063% hits; H1299 p53-A138V BP100-luciferase reporter, luminescence, 24 h; note: potency is the fitted concentration of half-maximal effect; % of control where 0% means no effect; nearly all actives have a fitted effect of over 45% in size
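H1299 (p53-null), stable ts p53-A138V + BP100-Luc; 1000 cells/well, Opti-MEM/10% FBS; cpd 4 pt, 1:5; 24 h, 37 deg C, 5% CO2; detection reagent 10 min RT; luminescence.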
Active calls of the source: *; u = inconclusive; x = not tested or not shown; [ ] = another dose, or the depositor's remark. Unless noted, calls come from the whole dose curve; as a rule, active = well fitted curve in the direction sought with a large enough effect; inconclusive = small, poorly fitted or top-dose-only effect, or another doubt; inactive = no such curve, though single readings can be large; an effect the other way counts as inactive or inconclusive. This is a random part of the collection (roughly 3.8% active in at least one column).

Compound | TSG101-PTAP inh | TCR act | A-T KAP1 phos | Integrin act MD | TRPV1 ag | p53 reactivator | ELG1 DNA repair | CXXC DNA block | BRCA1 expr act | B2AR arrestin
CCC(=O)N1CCc2cc(S(=O)(=O)CCC(=O)NCc3ccc4c(c3)OCO4)ccc21 | -4% | -11% | 0% | -8% | 3 | -14% | -18% | 0% | -14% | 0.1%
CN1CCN(Cc2nc3cc(NC(=O)COc4ccc([N+](=O)[O-])cc4)ccc3n2C)CC1 | -1% | -2% | 0% | -1% | -1 | -1% | 0% | -1% | -1% | 0.0%
O=C(Cn1nc2sc3ccccc3n2c(=O)c1=O)c1cccs1 | -2% | 6% | 7% | 18% | 7 | -5% | 8% | -3% | -6% | 0.2%
COc1ccc(N2C(=O)c3ccccc3S2(=O)=O)cc1 | 0% | 1% | 8% | -3% | 12 | 4% | u | -3% | 27% | 0.1%
O=[N+]([O-])c1ccc(COc2cccc(CN3CCOCC3)c2)cc1 | -3% | -10% | x | -15% | x | x | x | x | 28% | x
CCOC(=O)Nc1csnn1 | -4% | 0% | -5% | 3% | 2 | 1% | u | 36%[activator] | -14% | -0.7%
COc1ccc(NC(=O)NN2CCN(C)CC2)c(OC)c1 | -1% | 6% | -5% | u | 0 | -3% | -15% | 1% | 17% | 0.3%
CCOC(=O)CCCn1ncn2c(cc3occc32)c1=O | -3% | 0% | x | 6% | -8 | u | u | -2% | 11% | 0.3%
O=C(O)CSc1nnc(-c2ccncc2)n1-c1ccc(Cl)cc1 | -7% | 1% | 0% | u | -1 | 2% | -1% | 2% | 3% | -0.3%
O=C(CCCC(=O)OCC(F)(F)C(F)F)Nc1nccs1 | -7% | -4% | 1% | -10% | 3 | 20% | 0% | 12% | -6% | -0.1%
Cc1ccnc(NC(=O)c2ccc3c(c2)C(=O)N(CC2CCCO2)C3=O)c1 (stereo not given) | -2% | 1% | 7% | 18% | 5 | -1% | 20% | -1% | 18% | 0.0%
CCOC(=O)c1cnc(SCC(=O)Nc2cc(OC)ccc2OC)nc1N | 0% | 1% | 8% | -39% | 3 | -5% | u | 11% | -23% | 0.3%
CC(C)(C)OC(=O)N1CCC[C@@H]1C(=O)N1CCC(C(=O)O)CC1 | -6% | -5% | 8% | 20% | -2 | -2% | 0% | -1% | 15% | -0.8%
O=C(c1ccc(=O)[nH]c1)N1CCCc2ccccc21 | -11% | 11% | -10% | -9% | 0 | 8% | 0% | u | -10% | -1.0%
Cc1cc(OC(C)C(=O)NC(Cc2c[nH]c3ccc(O)cc23)C(=O)O)c2c(C)c(C)c(=O)oc2c1 (stereo not given) | -11% | 2% | -15% | 3% | -3 | x | -6% | -4% | -4% | -0.4%
Cc1cc(C)n(C2CCCCC2OC(=O)c2ccccc2)n1 (stereo not given) | -2% | -5% | 2% | 18% | 2 | -2% | 3% | 2% | 2% | 0.4%
Cc1cc(C)c2sc(NC(=O)c3ccc([N+](=O)[O-])o3)nc2c1 | -3% | -3% | -10% | -15% | 19 | u | u | x | -1% | -0.6%
COc1ccc(C2C(C(C)=O)=C(O)C(=O)N2CCO)c(OC)c1 (stereo not given) | -3% | -9% | 9% | 19% | -1 | -3% | 1% | -4% | -15% | -0.4%
O=C(O)c1ccccc1Nc1ccnc(C(F)(F)F)c1 | -1% | -6% | -20% | 13% | -5 | 15% | -3% | 5% | -6% | 0.3%
COc1ccc(C(=O)c2cnc(/N=C/N(C)C)s2)cc1 | -1% | -6% | 2% | 18% | 1 | u | u | -6% | u | 0.1%
Nc1ccc(Cl)c(S(=O)(=O)Nc2ccc(Cl)cc2)c1 | -4% | 7% | -4% | -16% | 1 | -2% | 0% | 7% | 1% | 0.6%
O=C(C1CCCN(Cc2ccc(Br)cc2)C1)N1CCCCC1 (stereo not given) | -1% | 1% | 7% | -16% | u | -2% | u | 4% | -31% | -1.2%
Cn1c(=O)oc2cc(S(=O)(=O)Nc3ccc(Cl)cc3F)ccc21 | 2% | -4%[46.1 µM] | 2% | -9% | -1 | 8% | 6% | -12% | 1% | -0.2%
S=C(Nc1ccccc1Cl)N1CCOCC1 | 0% | -2%[46.1 µM] | -1% | -21% | 3 | -2% | 2% | 14% | 13% | -0.4%
COc1ccc(-c2cc(N)n(S(=O)(=O)Cc3ccccc3)n2)c(OC)c1 | 0% | 3%[46.1 µM] | 4% | -5% | 0 | 3% | -10% | -8% | -15% | -1.4%
O=C(CSc1nc(-c2ccccc2Cl)ns1)NCc1ccc2c(c1)OCO2 | 0% | 2%[46.1 µM] | 8% | -2% | 10 | -5% | 10% | -12% | -6% | -0.5%
Cc1nnc(NC(=O)CSc2ccc(-c3ccccn3)nn2)s1 | x | x | -2% | x | -4 | 2% | 12% | -2% | x | 0.4%
Cc1cc(C)n(CCNC(=O)c2ccc3c(c2)OCO3)n1 | -11% | 1% | -8% | u | -2 | 11% | u | -2% | 40% | 0.2%
COCCN(C(=O)COC(=O)CCc1ccccc1)c1c(N)n(Cc2ccccc2)c(=O)[nH]c1=O | -2% | -1% | 5% | 26% | 2 | -4% | 2% | x | -7% | -0.3%
Cc1ccc2nc(SCC(=O)Nc3ccc4sc(C)nc4c3)c(C#N)cc2c1 | -3% | 5% | -1% | 2% | -1 | 7% | u | 39%[activator] | u | -0.5%
COc1ccc(CNC(=O)C2CCN(C(=O)c3csc(Nc4ccc(C)cc4)n3)CC2)cc1 | 0% | 0% | 3% | 1% | 5 | -4% | u | 12% | -32% | -0.3%
CCc1ccc(C(=O)COC(=O)c2ccccc2OC)cc1 | -4% | -1% | 39% | -3% | -1 | u | 20% | 1% | 26% | 0.4%
O=C(NN1CCOCC1)c1ccc(F)cc1 | 0% | -7% | 2% | -27% | -4 | -10% | -2% | -3% | 17% | -0.9%
Cc1nc2c(C(=O)N3CCOCC3)cnn2c(C)c1Cc1ccc(Cl)cc1 | 0% | x | 4% | -12%[7.66 µM] | -3 | -3% | -24% | 12% | 1% | -0.6%
CC(C)c1ccc(C(O)c2nc3ccccc3n2C)cc1 (stereo not given) | 3% | 4% | -21% | 14% | 0 | -1% | 1% | -3% | -18% | -0.1%
O=C(COc1ccc(Br)cc1F)NC1CCN(Cc2ccccc2)CC1 | -7% | 2% | 3% | 2% | 1 | -1% | 0% | 1% | -4% | -0.1%
CCN(CC)CCN(Cc1cc2cc3c(cc2[nH]c1=O)OCO3)C(=S)NCC(C)C | -8% | 0% | 3% | -33% | u | 9% | u | 1% | -7% | -0.8%
Cc1ccc(Cl)cc1NS(=O)(=O)c1ccccc1 | -7% | -2% | x | 7% | x | x | x | x | -17% | x
COC(=O)C1(C)NC(c2cccs2)C2C(=O)N(c3ccccc3F)C(=O)C21 (stereo not given) | 4% | 9%[46.1 µM] | -3% | 12% | 1 | 10% | 14% | -6% | 3% | -0.3%
CC(C)CNC(=O)c1ccccc1NC(=O)c1ccccc1N(C)S(C)(=O)=O | -1% | -9%[46.1 µM] | x | 14% | -2 | -2% | -10% | -1% | 1% | -0.5%
O=C(O)c1cc(-c2ccc(Cl)s2)[nH]n1 | -1% | -3% | 5% | -13% | 1 | -1% | 2% | 4% | -5% | -0.9%
CNCCC1Sc2ccccc2Oc2ccccc21 (stereo not given) | -4% | x | 2% | 0% | 5 | 0% | 7% | 4% | 1% | -0.2%
N#CCOC(=O)C1c2ccccc2Oc2ccccc21 | -3% | -5% | 0% | 1% | -4 | -3% | 9% | 7% | -24% | -0.1%
COCCN(CC(=O)Nc1cccc(C)c1C)C(=O)C1(c2ccccc2)CC1 | -2% | -2% | -5% | -5% | x | -6% | 0% | x | -7% | -0.1%
CN(CC(=O)NC(=O)NC(C)(C)C)CC(=O)Nc1ccccc1Cl | 2% | -3% | 1% | 0% | u | -1% | -14% | 1% | -1% | 0.0%
CCc1ccccc1N(C(C)=O)c1nc(CN=C=S)cs1 | -3% | -7% | -4% | -60%[inhibitor] | 1 | 11% | -6% | 0% | -8% | -0.2%
O=C(Cn1nnc2ccccc21)c1ccc(Br)cc1 | -2% | -4% | -5% | 8% | u | 10% | u | -6% | u | -0.8%
O=C(CCn1c(=S)[nH]c2ccccc2c1=O)NCCCN1CCOCC1 | -1% | 0% | -5% | 7% | -4 | -14% | 4% | 13% | 6% | -1.1%
CCCCC1CCC(C(=O)N(C)CC(=O)Nc2cccc(OC)c2)CC1 (stereo not given) | -6% | x | -2% | -1% | u | 4% | 0% | x | -19% | 0.5%
